# Source: PubChem (National Center for Advancing Translational Sciences (NCATS))
# Pin1 inh: human Pin1 inhibition; Pin1 FP peptide displacement, HiFluor488, 10 min; Potency, µM (highest dose often 115 µM), for the others: at the top dose activity, negative = inhibition, usual class: inhibitors; 390,000 tested, 0.009% active; AID 504891; active = well fitted inhibition curve with a large enough effect in the polarisation, with a control signal flat, not every such curve was filed as active; inconclusive = small, poorly fitted or top-dose-only effect, or effect the other way, or a change in a side signal; inactive = no such curve, though single readings can be large or run the other way; the % refers to the polarisation; also: potency is read from the fitted curve at half-maximal effect; % is scaled to controls: 0 for no effect and ±100 for the full control effect
# G9a block: inhibitors of human histone lysine methyltransferase G9a. Q96KQ7. G9a H3K9 monomethylation, AlphaScreen, 2 h. Potency, µM (doses to about 102 µM), for the others: at the highest dose activity, negative = inhibition, usual class: inhibitors. 350,000 tested, 8.8% active; also: potency is read from the fitted curve at half-maximal effect; % is scaled to controls: 0 for no effect and ±100 for the full control effect; nearly all actives have a fitted effect of over 75% in size
#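 Step 1: enzyme (final 20 nM) with compound, 15 min RT. Step 2: substrate peptide 500 nM and SAM 20 uM, 2 h RT. Step 3: anti-H3K9me1 antibody and AlphaScreen beads, 10 min, then plate read.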
# JMJD2A Tudor: blocks the human JMJD2A Tudor domain. O75164. AlphaScreen JMJD2A-Tudor / H3K4me3 peptide binding. Potency, µM (highest dose often 114 µM), inactives show at the top dose activity change, negative = inhibition, hits mostly inhibitors. 390,000 tested, 4.4% active; also: potency is read from the fitted curve at half-maximal effect; % is scaled to controls: 0 for no effect and ±100 for the full control effect; nearly all actives have a fitted effect of over 50% in size
# POLH inh: blocks human DNA polymerase eta activity. Potency, µM (top dose mostly 114 µM), for inactives: top-dose activity change, negative = inhibition, actives largely listed as inhibitors. recombinant Pol eta, fluorescent DNA replication assay. Q9Y253. 390,000 tested, 1.2% active; also: potency is read from the fitted curve at half-maximal effect; % is scaled to controls: 0 for no effect and ±100 for the full control effect
#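 Pol eta (10 nM) was preincubated with compounds for 15 min at room temperature, after which fluorescent replication substrate (50 nM final) was added to start the reaction. Fluorescence was read kinetically at 0 and 10 min.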
# HP1b chromo inh: inhibitors of HP1-beta chromodomain binding to methylated histone tails; 390,000 tested, 0.56% active; P83916; AID 540317; AlphaScreen HP1-beta / biotin-H3K9me3 peptide binding; Potency, µM (doses to about 114 µM), inactives show at the top dose activity change, negative = inhibition, usual class: inhibitors; also: potency is read from the fitted curve at half-maximal effect; nearly all actives have a fitted effect of over 70% in size; inactives centre near 23
#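 HP1-beta protein (50 nM final) preincubated 30 min at room temperature with biotinylated H3(1-18)K9me3 peptide (50 nM) in PBS pH 7.4, 0.01% Tween-20, then compound added for 30 min. AlphaScreen streptavidin donor/nickel chelate acceptor beads (10 ug/mL final), 30 min dark, luminescence read.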
# BAZ2B block: BAZ2B (human) inhibition; AlphaScreen BAZ2B-H3K14Ac peptide displacement; Potency, µM (doses to about 114 µM), without a hit: at the top dose activity change, negative = inhibition, hits mostly inhibitors; 360,000 tested, 4.4% active; Q9UIF8; also: potency is read from the fitted curve at half-maximal effect; % is scaled to controls: 0 for no effect and ±100 for the full control effect; nearly all actives have a fitted effect of over 60% in size
#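 Inhibition is scored as reduced AlphaScreen emission. The BAZ2B/b-H3(5-23)K14Ac complex (50 nM each) in PBS pH 7.4, 0.01% Tween-20 meets compound (up to 110 uM) for 30 min at RT before bead addition.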
# PGK inhibitor: blocks T. brucei phosphoglycerate kinase; PGK/GAPDH coupled, Kinase-Glo luminescence, 60 min; Potency, µM (highest dose often 57.5 µM), for the others: at the top dose activity change, negative = inhibition, usual class: inhibitors; 380,000 tested, 0.043% active; also: potency is read from the fitted curve at half-maximal effect; % is scaled to controls: 0 for no effect and ±100 for the full control effect; nearly all actives have a fitted effect of over 60% in size
# Target sequence (P07378 whole entry, looked up): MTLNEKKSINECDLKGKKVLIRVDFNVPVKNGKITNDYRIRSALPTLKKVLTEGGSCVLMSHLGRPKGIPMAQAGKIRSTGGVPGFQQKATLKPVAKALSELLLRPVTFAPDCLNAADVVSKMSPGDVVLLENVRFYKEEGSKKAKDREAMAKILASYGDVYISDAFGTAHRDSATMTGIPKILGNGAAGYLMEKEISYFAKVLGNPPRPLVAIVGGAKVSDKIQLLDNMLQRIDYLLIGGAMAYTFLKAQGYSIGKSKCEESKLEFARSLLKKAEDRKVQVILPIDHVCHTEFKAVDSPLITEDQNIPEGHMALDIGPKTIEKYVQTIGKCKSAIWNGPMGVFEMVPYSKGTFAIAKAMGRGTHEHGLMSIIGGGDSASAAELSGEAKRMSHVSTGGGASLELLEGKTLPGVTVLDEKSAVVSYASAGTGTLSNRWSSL
#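 Luminescent ATP detection (Kinase-Glo Plus) follows a 60-minute room-temperature incubation, with wells lacking PGK as controls. Buffer: 100 mM TEA (pH 7.6), 5 mM MgCl2, 0.01% Tween-20. Coupling enzyme GAPDH (100 nM final) supplies unstable 1,3-BPG in-well.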
# PI4K2A block: blocks human PI4K2A kinase activity. Q9BTU6. purified PI4K2A, ADP-Glo luminescence, 1 h; active compounds read low. activity change, negative = inhibition, % at 76.9 µM. 420,000 tested, 0.13% active. AID 1346378; in the data active = activity change below about -50%; inconclusive = mostly about -30% to -49%;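 also: -100% = wells without enzyme as full effect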
#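 PI4K2A activity was measured by ADP-Glo luminescence: enzyme (4 ug/mL stock) and phosphatidylinositol (1.2 mM stock) in Tris pH 7.5/MgCl2/EGTA/Triton X-100 buffer were reacted with ATP (300 microM stock) for one hour at ambient temperature.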
# GLS inh: blocks human kidney-isoform glutaminase activity | AID 624170 | 410,000 tested, 0.21% active | GLS enzymatic activity, qHTS titration | Potency, µM (top dose mostly 45.5 µM), for the others: at the highest dose activity change, negative = inhibition, most hits filed as inhibitors; also: potency is read from the fitted curve at half-maximal effect; % is scaled to controls: 0 for no effect and ±100 for the full control effect
# Target sequence (O94925 whole entry, looked up, canonical isoform): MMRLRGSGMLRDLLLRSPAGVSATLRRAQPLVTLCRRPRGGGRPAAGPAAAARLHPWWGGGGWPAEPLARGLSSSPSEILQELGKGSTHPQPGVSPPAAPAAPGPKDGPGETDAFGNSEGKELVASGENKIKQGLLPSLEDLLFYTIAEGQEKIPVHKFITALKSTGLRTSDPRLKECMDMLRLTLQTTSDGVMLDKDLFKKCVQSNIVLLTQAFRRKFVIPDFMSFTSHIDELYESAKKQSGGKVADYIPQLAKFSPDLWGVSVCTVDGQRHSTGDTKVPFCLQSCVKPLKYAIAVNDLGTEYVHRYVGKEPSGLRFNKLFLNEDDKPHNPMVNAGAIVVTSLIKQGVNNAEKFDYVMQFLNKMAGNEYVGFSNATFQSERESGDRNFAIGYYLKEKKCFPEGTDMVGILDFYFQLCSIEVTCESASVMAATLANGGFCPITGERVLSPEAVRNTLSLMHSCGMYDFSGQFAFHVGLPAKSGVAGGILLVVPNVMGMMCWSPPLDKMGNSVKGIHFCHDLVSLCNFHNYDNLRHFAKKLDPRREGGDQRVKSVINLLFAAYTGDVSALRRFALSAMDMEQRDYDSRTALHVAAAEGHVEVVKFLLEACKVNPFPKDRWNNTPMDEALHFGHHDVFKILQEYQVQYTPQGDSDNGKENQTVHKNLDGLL
#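 Coupled fluorescence readout: glutamate oxidase/HRP/Amplex Red detect glutamate formed by hKGA from L-glutamine (1 mM solution added). Buffer 45 mM KH2PO4 pH 8.2, 0.02% Tween-20; reads at t0 and 30 min RT.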
# Numbers without * were called inactive; i = inactive; ? = inconclusive; · = no result given; [ ] = remark or other dose. Unless noted, calls follow the shape of the dose curve; as a rule, active = well fitted curve in the direction sought with a large enough effect; inconclusive = small, poorly fitted or top-dose-only effect, or another doubt; inactive = no such curve, though single readings can be large; an effect the other way counts as inactive or inconclusive. Not all compounds are listed. The share of hits here may be higher or lower than overall.
SMILES,Pin1 inh,G9a block,JMJD2A Tudor,POLH inh,HP1b chromo inh,BAZ2B block,PGK inhibitor,PI4K2A block,GLS inh
CN(C)c1ccc(CNC(=O)C2CCCN(S(=O)(=O)c3ccc4c(c3)CCCC(=O)N4)C2)cc1 (stereo not given),-8%,?,?,-14%,-3%,-12%[57.1 µM],9%,-1,3%
COc1cc(OC)c(OC)cc1/C=N/n1c(C)nc2ccccc2c1=O,-5%,14%,-18%,-10%,14%,5%,-8%,0,4%
Cn1cc(-c2cc3n(n2)CCC(=O)N3CCCC(=O)Nc2ccccc2F)c2ccccc21,0%,-5%[59 µM],?,5%,27%[57 µM],-12%,-6%,-2,-6%
Cc1nc2ccc(-c3nc4ccccc4[nH]3)cc2[nH]1,1%,-2%,-4%,-4%,32%,-2%,-8%,-8,-5%
Cc1nc2ccccc2cc1C(=O)N/N=C/c1cccs1,0%,13%[59 µM],-12%,1%,16%,-1%,-2%,-1,8%
O=C1COc2ccc(S(=O)(=O)CCC(=O)N3CCN(c4ccccc4)CC3)cc2N1,0%,2%[59 µM],-6%,-17%,63%[activator],-17%,-1%,8,50%[activator]
CC(C)=C(NC(=O)c1ccccc1)C(=O)NC(Cc1ccccc1)C(=O)O (stereo not given),2%,-10%,-5%,-5%,13%,?,5%,-4,2%
COc1cccc(C(=O)C2CCCN(C(=O)c3ccccn3)C2)c1 (stereo not given),3%,24%,-26%,-20%,63%[activator],-4%[57.1 µM],-6%,1,1%
C/C(=N\NC(=O)c1cccc(O)c1)c1cccc(NC(=O)c2ccc(F)cc2)c1,7%,7%,-13%,4%,32%,-26%,6%,3,5%
COc1ccccc1/C=C/C(=O)c1c2c(c(C)[nH]c1=O)CCCC2,6%,?,-24%,-9%,7%,?,-1%,2,1%
CCOc1ccc(C(=O)CCC(=O)Nc2ccc(C)cn2)cc1,?,-5%,-18%,-13%,10%,-1%,-1%,9,-1%
CC1CCCN(C(=O)C(C)Nc2cc(Cl)ccc2N2CCOCC2)C1 (stereo not given),0%,40µM*,?,-13%,2%,?,-3%,-6,19%
CN(CC(=O)Nc1c(Cl)cccc1Cl)C(=O)c1ccncc1,-7%,29%,-14%,-20%,28%,-3%,-8%,-4,0%
CCN(Cc1ccccc1)S(=O)(=O)c1c(C)[nH]c(C)c1C(=O)N1CCCC1,2%,11%,-11%,?,1%,-9%,-4%,-6,-6%
COc1ccc(NC(=O)CN2CCN(c3ccc(F)cc3)CC2)cc1Cl,-13%,-31%,-33%,-18%,-8%,-11%,-5%,4,15%
CSc1ccccc1NC(=O)Nc1ccc(Cl)cc1,-3%,20%[12.7 µM],1%,-12%,57%[activator],9%,-65%,2,-9%
CC(C)[C@H]1COCCS(=O)(=O)N1Cc1ccccc1,2%,·,-15%,0%,22%,·,-3%,-5,14%
Cc1ccc2oc(-c3ccc(NC(=O)CCC(=O)O)cc3)nc2c1,?,-3%[59 µM],5%,-11%,21%,2%,6%,0,0%
CS(=O)(=O)N1N=C(c2ccc(Cl)cc2)CC1c1cccs1 (stereo not given),0%,6%,18%,-4%,46%[activator],-30%,3%,5,·
C/C(Cn1nnc([N+](=O)[O-])n1)=N\NC(=O)c1ccc(O)cc1,-1%,-3%,-10%,-20%,21%[57 µM],-3%,-7%,1,-1%
Cc1nc(NC(=O)COC(=O)c2cccs2)c(Cl)cc1Cl,-9%,?,-17%,-2%,-1%,8%,-1%,-3,5%
O=C(c1nc2ccccc2s1)N1CCSCC1,4%,8%[12.7 µM],6%,2%,40%[activator],-4%,18%,5,3%
CCn1c(-c2csc3ccccc23)n[nH]c1=S,?,2.2µM*,13µM*,-1%,-19%,-28%,-2%,1,9%
CCOC(=O)c1c(NC(=O)COC)sc(C(C)=O)c1C,-4%,?,2%,-19%,21%,-23%,-5%,-2,-3%
COc1ccc(F)cc1S(=O)(=O)NC1CCCC1,-17%,-4%[12.7 µM],12%,-14%,53%[activator],13%,-21%,2,-9%
SMILES,Pin1 inh,G9a block,JMJD2A Tudor,POLH inh,HP1b chromo inh,BAZ2B block,PGK inhibitor,PI4K2A block,GLS inh
O=C(/C=C/NCc1cccnc1)C(F)(F)C(F)(F)F,-3%,2%,3%,-17%,32%,-2%,-3%,1,8%
CCc1nc2ccc(C(=O)NCc3cccc(Br)c3)cc2nc1CC,1%,3%[59 µM],-16%,-18%,7%,-2%,i,1,-7%
S=c1[nH]nc(-c2cc(-c3ccccc3)n[nH]2)n1/N=C/C=C/c1ccccc1,4%,8.9µM*,?,43%[activator],20%,-27%,-5%,-3,-9%
COc1ccc(CNCCCC(=O)Nc2c(Cl)ccc(C)c2Cl)cc1OC,-1%,3.2µM*,0.79µM*,-4%,79µM*,56µM*,-4%,-9,-15%
Cc1cc(N2CCCCC2)nc2ccc(NC(=O)/C=C/c3ccccc3OC(C)C)cc12,27%,-30%[59 µM],-21%,-14%,9%,-18%,1%,3,2%
CCc1c(C)nc(N)c(C#N)c1-c1ccccc1,-8%,12%,-10%,-14%,38%,-4%,-10%,7,0%
COc1cccc(C(=O)NCC(c2ccco2)N2CCOCC2)c1 (stereo not given),-12%,7%,-6%,-8%,33%,14%,-1%,-1,-2%
CC(=O)c1c(C)oc2ccc(N(C(=O)Oc3ccccc3)S(=O)(=O)c3ccc(Br)cc3)cc12,-3%,-44%[59 µM],-13%,-3%,23%,-7%,11%,-4,2%
CC(C)Cc1cc(C(=O)Nc2sc3c(c2C#N)CCC3)no1,?,45µM*,-4%,1%,5%,5%,1%,3,11%
C/C(=N/OC(=O)c1ccc(F)cc1)c1ccc(C)cc1,-5%,10%[0.501 µM],-13%,5%,26%,4%,-3%,-8,8%
Cc1cc(=O)n2[nH]c(-c3ccc(F)cc3)cc2n1,1%,-3%[59 µM],-9%,-2%,14%,8%,-1%,6,7%
CC(C)(C)Nc1nc(OCC#N)nc(N2CCCCC2)n1,-6%,·,-16%,-13%,18%,-6%,·,-3,-3%
O=C(CSc1nncn1-c1cccnc1)Nc1cccc([N+](=O)[O-])c1,-1%,-5%,1%,-12%,22%,-15%,i,2,1%
CC(=O)N(Cc1cccs1)Cc1cc2cc(C)c(C)cc2nc1Cl,5%,-32%,-1%,-17%,52%[activator],-16%,10%,15,8%
Cc1ccc(S(=O)(=O)n2ccc(-c3cccc(OCc4c(F)cccc4Cl)c3)n2)cc1,3%,9%,3%,-2%,39%,9%,-2%,1,9%
CCOC(=O)c1c(NC(N)=O)sc(C)c1C,-1%,2%[59 µM],-13%,-14%,43%[activator],-10%,-8%,1,-3%
CCn1nc(C)c(CN2CCC(n3nccc3NC(=O)Cc3ccccc3)CC2)c1C,-1%,-19%,-12%,-1%,9%,-5%,1%,-1,7%
Cc1c[n+](C)ccc1CC1C([N+](=O)[O-])=C[N-]c2ncnn21 (stereo not given),3%,1%,-14%,7%,42%[activator],-19%,1%,-3,1%
Cn1cc(S(=O)(=O)N2CCCCCC2)cc1C(=O)Nc1ccccc1F,-7%,2%[59 µM],-13%,-10%,23%[57 µM],-11%,-3%,4,10%
COc1cc(/C=N/NC(=O)c2ccncc2)cc2c1OCO2,4%,-1%,-9%,3%,24%,-1%,-3%,2,14%
CCOC(=O)CCCNC(=O)CN1CCC(c2nc3ccccc3s2)CC1,0%,23%,-14%,11%,7%,3%,-2%,20,-4%
O=C(Nc1cc(Cl)cc(Cl)c1)c1cc(S(=O)(=O)N2CCC3(CC2)OCCO3)ccc1F,-7%,3%[59 µM],-6%,-1%,29%,-1%,3%,2,6%
COC(=O)c1cc(S(=O)(=O)N2CCN(c3cccc(OC)c3)CC2)cn1C,?,6%,-9%,-8%,39%,-26%,-4%,-1,5%
O=C(NC(=S)NCC1CCCO1)c1ccc(Cl)cc1Cl (stereo not given),6%,15%[59 µM],1%[57.1 µM],-23%,45%[activator],7%,-3%,-4,-3%
C[C@]12c3[nH]c4ccc(Cl)cc4c3CCN1C(=O)[C@@H](CC(=O)NCCc1ccccn1)C[C@@H]2C(=O)N1CCOCC1,5%,·,-10%,-17%,39%,·,-3%,-2,0%
SMILES,Pin1 inh,G9a block,JMJD2A Tudor,POLH inh,HP1b chromo inh,BAZ2B block,PGK inhibitor,PI4K2A block,GLS inh
Cc1cccc(NC(=S)N(CCN(C)C)Cc2cc3cc(C)ccc3[nH]c2=O)c1,0%,-28%,-27%,-18%,6%,-33%,i,-1,-10%
Cc1noc(C)c1COc1ccccc1C(=O)NC(C)c1ccc(Cl)cc1 (stereo not given),-2%,8%[12.7 µM],11%,-14%,37%[activator],2%,2%,1,7%
COc1ccc(S(=O)(=O)Nc2ccc(NC(C)=O)cc2)cc1Br,-3%,-6%,-4%,-20%,47%[activator],-17%,-6%,-9,15%
Cc1ccc2[nH]c(C(=O)NN=C3CCCCC3)c(-c3ccccc3)c2c1,-8%,16%[12.7 µM],?,-14%,-1%,-30%,-6%,-4,-25%
O=C(Nc1cccc(S(=O)(=O)N2CCCCCC2)c1)c1cc(=O)c2ccccc2o1,3%,4%,-21%,-16%,13%,-17%,-5%,-4,-4%
COc1ccc(CCN(C)C(=O)c2cc(S(=O)(=O)NCc3ccccc3)ccc2C)cc1OC,5%,0%[0.501 µM],-3%,-22%,32%,-18%,i,1,-3%
COc1ccc(OC(=O)/C=C/c2ccc([N+](=O)[O-])cc2)cc1,-6%,6%[2.33 µM],-7%,-15%,19%,-1%,-7%,8,-1%
